PGC1a acetyl inh = lowers PGC1a acetylation signal in U2OS cells. AlphaScreen anti-acetyl-lysine; with virally co-expressed GCN5 acetyltransferase. inhibition, % at 15.6 µM. actives 0.17% (n = 350,000). AID 651687;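 active = every replicate shows inhibition of at least 40%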;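 also: 0% = neutral control wells and 100% = positive control wells; some results beyond the cut were filed as inactive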
Cneo AK release = causes C. neoformans cell lysis | actives 0.2% (n = 360,000) | adenylate kinase release luminescence, 4 h; normalised: neutral wells 0, clomiphene wells 100 | lysis activity, % at 15 µM;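 active = mean lysis activity across replicates of at least 80%, whatever share of replicates individually reach that level; inactive = mean lysis activity below 80%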
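Test system: log-phase Cryptococcus neoformans yeast cells. Input: 5 × 10^6 yeast cells/mL. Medium: fresh YPD growth medium. Doses: single dose. Incubation: static 4 h at 37 °C with compound, 1 h detection. Measured by: luminescent adenylate kinase detection reagent. Read-out: signal increase indicating cell lysis. Benchmarks: Clomiphene.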
ERAP1 inh = inhibitors of human ERAP1 aminopeptidase | inhibition, % at 10.7 µM | Q9NZ08 | recombinant ERAP1, Leu-AMC fluorescence, 60 min | actives 0.15% (n = 340,000) | AID 652197;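 active = mean replicate inhibition of at least 30%, or all replicates individually reaching that 30% level; inactive = mean below 30% and not every replicate reaching it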;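 also: 0% = neutral control wells and 100% = L-leucinethiol positive control wells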
Target sequence (Q9NZ08 whole entry, looked up): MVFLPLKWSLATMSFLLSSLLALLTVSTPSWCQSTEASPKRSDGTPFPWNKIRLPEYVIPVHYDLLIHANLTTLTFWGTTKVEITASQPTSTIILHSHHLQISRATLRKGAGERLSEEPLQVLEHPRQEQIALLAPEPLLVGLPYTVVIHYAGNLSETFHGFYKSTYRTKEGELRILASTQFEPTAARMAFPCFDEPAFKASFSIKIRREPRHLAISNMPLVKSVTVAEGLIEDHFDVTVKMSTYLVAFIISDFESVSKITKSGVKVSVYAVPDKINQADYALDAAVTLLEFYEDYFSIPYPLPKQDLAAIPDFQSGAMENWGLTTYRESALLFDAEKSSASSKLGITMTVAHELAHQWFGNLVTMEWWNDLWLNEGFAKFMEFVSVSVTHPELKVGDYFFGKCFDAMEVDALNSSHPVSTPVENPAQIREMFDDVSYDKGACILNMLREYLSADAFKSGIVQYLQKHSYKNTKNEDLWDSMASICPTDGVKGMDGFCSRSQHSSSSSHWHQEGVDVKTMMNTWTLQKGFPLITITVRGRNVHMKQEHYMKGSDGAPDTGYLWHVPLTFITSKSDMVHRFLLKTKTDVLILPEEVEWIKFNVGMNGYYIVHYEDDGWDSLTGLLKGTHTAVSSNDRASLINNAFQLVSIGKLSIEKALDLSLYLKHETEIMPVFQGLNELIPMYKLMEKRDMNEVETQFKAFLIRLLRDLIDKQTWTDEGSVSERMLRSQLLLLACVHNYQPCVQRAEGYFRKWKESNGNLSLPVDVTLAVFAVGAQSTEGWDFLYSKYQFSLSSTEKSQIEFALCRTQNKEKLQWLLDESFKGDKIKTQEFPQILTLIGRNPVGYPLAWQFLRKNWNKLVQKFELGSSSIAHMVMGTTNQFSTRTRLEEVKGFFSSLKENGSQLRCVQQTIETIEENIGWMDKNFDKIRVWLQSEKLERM
PglD inh = blocks C. jejuni PglD acetyltransferase activity; purified PglD enzyme, DTNB colorimetric CoA detection; inhibition, % at 12.5 µM; actives 0.098% (n = 360,000); AID 602405; in the data active = inhibition above about 16%, passing the limit was not always enough; also: strong numbers were not always called active
RAD54 inh = RAD54 (human) branch migration inhibition. RAD54 Holliday junction branch migration, FAM/BHQ fluorescence. inhibition, % at 10.4 µM. actives 0.14% (n = 360,000). AID 602329;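 active = mean normalized replicate activity at least 40 and at least half of replicates scoring 40 or more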;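 also: 0% = median of neutral control wells and 100% = median of positive control wells; inhibitors cause a drop in the FAM fluorescence signal; in these data hits start at about 50%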
miR-122 sensor = miR-122 inhibition in Huh7 cells | Huh7 miR-122 Renilla luciferase sensor, 48 h; neutral wells = 0, positive control = 100 | activation (reporter increase), % at 12.5 µM | actives 0.3% (n = 340,000) | AID 602342;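 active = mean replicate activation score at least 90 and every replicate individually at or above 90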;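 also: higher luciferase means less miR-122 activity so hits act as miR-122 inhibitors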
E-sel inducer = E-selectin induction on HUVECs; P16581; HUVEC E-selectin immunofluorescence imaging; normalized: neutral wells 0, TNF-alpha wells 100; activation, % at 7.58 µM; actives 0.37% (n = 260,000);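 active = mean E-selectin-positive cell signal at least 10% of the positive control, reached in at least 60% of replicates, without over 20% cell loss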;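 also: in these data hits start at about 27%; measured in HUVEC primary endothelial cells; signal is the percent of cells scored E-selectin positive by PE staining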
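Assay system: HUVEC, human umbilical vein endothelial cells / Amount: 3,000 HUVEC/well / Controls: TNF-alpha positive control, DMSO neutral control / Compound dosing: single concentration / Medium: EGM-2 over gelatin coat / Evaluation: percent E-selectin-positive cells / Signal: immunofluorescence imaging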
RAD52 anneal inh = inhibitors of human RAD52 DNA annealing; P43351; recombinant RAD52 DNA annealing, FRET fluorescence; inhibition, % at 18.7 µM; actives 0.46% (n = 360,000);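 active = every replicate showing at least 50% inhibition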
* hit, by the source's call; x = no result given; [ ] = another dose, or the depositor's remark. This is a random part of the collection; any-hit rate near 1.4%.

entry	molecule	PGC1a acetyl inh	Cneo AK release	ERAP1 inh	PglD inh	RAD54 inh	miR-122 sensor	E-sel inducer	RAD52 anneal inh
1	CC1(C(=O)Nc2ccc3ccccc3c2)CCC(=O)N1CCc1c[nH]c2ccccc12 (configuration not stated)	1	0	-3	-3	1	7	0.1	-11
2	CC(Sc1ccc(Cl)cc1)C(=O)Nc1ccccc1-c1ccccc1 (configuration not stated)	-3	-1	x	2	10	1	x	x
3	CCOC(=O)c1c(O)c(Cl)c(C)[nH]c1=O	-15	2	-2	1	-6	-3	-0.4	-4
4	Cc1ccc(NC(=O)C2(C)CCN2Cc2ccc(OC(C)C)cc2)cc1 (configuration not stated)	x	-1	-2	1	4	3	-0.1	-3
5	COCC(=O)N[C@H]1CC[C@H](CC(=O)N2CCCCC2)O[C@H]1CO	0	59	-1	7	2	23[16.7 µM]	-0.3	-5
6	O=C(NCc1cccnc1)Nc1ccc(Br)cc1	-4	2	5	0	-1	-4	0.0	-15
7	Cc1cc(C)n(CC(O)COc2cccc(OCC(O)Cn3nc(C)cc3C)c2)n1 (configuration not stated)	2	5	x	-2	-5	-3	x	x
8	CCCCn1c(SCC(=O)NCCOC)nc2ccc(N3CCOCC3)cc2c1=O	-1	-3	x	-3	8	11	x	x
9	COc1cccc(C2CC(C(F)(F)F)n3ncc(C(=O)O)c3N2)c1 (configuration not stated)	-13	5	x	9	-1	-1	x	x
10	COc1ccccc1CCNC(=O)c1ccc(NC(=O)CC2SC(N3CCCC3)=NC2=O)cc1 (configuration not stated)	x	x	1	x	x	-2	0.1	-14
11	CC(=O)N(C)Cc1ccc(C(=O)CSc2nnc(C3CC3)n2C2CC2)cc1	-18	2	6	-2	2	1	x	3
12	CCN1CCc2nc(NC(=O)Cc3ccc4c(c3)OCCO4)sc2C1	0	0	x	0	-4	-9	x	x
13	C=CCn1c(-c2ccc(C)cc2)nc2ccccc21	-1	7	x	4	6	0	x	x
14	O=C(NC(Cc1ccccc1)C(=O)O)c1ccc(S(=O)(=O)N2CCCC2)cc1 (configuration not stated)	-3	-1	x	-308	-5	x	x	x
15	CN(C)C(=O)c1ccc(Nc2nnc(-c3ccc(O)cc3)c3ccccc23)cc1	-12	-3	5	1	9	x	0.0	-10
16	CN1[C@@H]2Cn3c(ccc(C4=CCCCC4)c3=O)[C@H]1[C@@H](C(=O)N1CCCCC1)[C@@H]2CO	x	-4	0	3	2	3[16.7 µM]	-1.9	-7
17	O=C(COc1ccc(F)cc1)Nc1ccccc1N1CCOCC1	x	3	-2	2	3	-3	-0.2	-5
18	COc1ccc(C(=O)C/C(=C\C(=O)c2ccc(C)cc2)c2ccccc2)cc1	-2	-2	x	-3	-46	1	x	x
19	CN(C)C1=NCCN1CCCC1CCCC1	-8	9	-2	-3	-8	-5	0.0	11
20	CCOc1cccc(NC(=O)c2ccc(S(=O)(=O)N(C)C)cc2)c1	-1	-1	-3	8	1	-4	0.8	-8
21	COc1ccc(Nc2nc(-c3ccccc3)c(C(=O)Nc3cccnc3)s2)cc1	x	-1	3	-5	8	2	6.6	-8
22	O=S1(=O)N=C(Nc2ccc(N3CCOCC3)cc2)c2ccccc21	-2	-3	x	-5	-4	-1	x	x
23	CCN(CC)C(=S)NC(=O)c1ccc(Cl)cc1Cl	7	5	x	-4	-4	3	x	x
24	COCCCNC(=O)Cn1c(=O)oc2cc(S(=O)(=O)N3CC(C)CC(C)C3)ccc21 (configuration not stated)	6	5	3	0	-4	-5	x	-8

An excerpt from above in order of molecular weight, rising.
entry	molecule	PGC1a acetyl inh	Cneo AK release	ERAP1 inh	PglD inh	RAD54 inh	miR-122 sensor	E-sel inducer	RAD52 anneal inh
23	CCN(CC)C(=S)NC(=O)c1ccc(Cl)cc1Cl	7	5	x	-4	-4	3	x	x
17	O=C(COc1ccc(F)cc1)Nc1ccccc1N1CCOCC1	x	3	-2	2	3	-3	-0.2	-5
22	O=S1(=O)N=C(Nc2ccc(N3CCOCC3)cc2)c2ccccc21	-2	-3	x	-5	-4	-1	x	x
4	Cc1ccc(NC(=O)C2(C)CCN2Cc2ccc(OC(C)C)cc2)cc1 (configuration not stated)	x	-1	-2	1	4	3	-0.1	-3
12	CCN1CCc2nc(NC(=O)Cc3ccc4c(c3)OCCO4)sc2C1	0	0	x	0	-4	-9	x	x
2	CC(Sc1ccc(Cl)cc1)C(=O)Nc1ccccc1-c1ccccc1 (configuration not stated)	-3	-1	x	2	10	1	x	x
18	COc1ccc(C(=O)C/C(=C\C(=O)c2ccc(C)cc2)c2ccccc2)cc1	-2	-2	x	-3	-46	1	x	x
14	O=C(NC(Cc1ccccc1)C(=O)O)c1ccc(S(=O)(=O)N2CCCC2)cc1 (configuration not stated)	-3	-1	x	-308	-5	x	x	x
1	CC1(C(=O)Nc2ccc3ccccc3c2)CCC(=O)N1CCc1c[nH]c2ccccc12 (configuration not stated)	1	0	-3	-3	1	7	0.1	-11
7	Cc1cc(C)n(CC(O)COc2cccc(OCC(O)Cn3nc(C)cc3C)c2)n1 (configuration not stated)	2	5	x	-2	-5	-3	x	x
10	COc1ccccc1CCNC(=O)c1ccc(NC(=O)CC2SC(N3CCCC3)=NC2=O)cc1 (configuration not stated)	x	x	1	x	x	-2	0.1	-14

(more compounds)
entry	molecule	PGC1a acetyl inh	Cneo AK release	ERAP1 inh	PglD inh	RAD54 inh	miR-122 sensor	E-sel inducer	RAD52 anneal inh
25	O=C(Nc1cccc(Cl)c1)c1ccccc1NC(=O)C1CCCCC1C(=O)O (configuration not stated)	7	3	-9	6	3	5	x	-12
26	COc1ccc(OCCC(=O)OCC(=O)NCc2ccco2)cc1	-2	-3	x	4	-3	5	x	x
27	NNC(=S)NC1CC2CC1C1C=CCC21 (configuration not stated)	x	4	1	6	-2	3	-0.1	-1
28	OCCC1CN(Cc2cccn2-c2ncccn2)CCN1C1CCCC1 (configuration not stated)	-3	x	x	x	x	-7	0.5	2
29	COCCNc1nnc(SCC(=O)N(C)c2c(N)n(Cc3ccccc3)c(=O)[nH]c2=O)s1	0	-1	1	-2	-9	-7	-0.9	-13
30	Cc1ccc(-c2noc(-c3ccccc3C(=O)N3CCOCC3)n2)cc1	-1	-1	4	-5	7	-1	x	23
31	CN1CCN(C(=O)C[C@@H]2C[C@@H]3c4cc(NC(=O)Nc5ccccc5F)ccc4O[C@@H]3[C@H](CO)O2)CC1	6	18	x	2	4	1[16.7 µM]	1.6	x
32	O=C1CC(c2ccccc2)Sc2ccccc2N1 (configuration not stated)	2	-3	x	1	6	9	x	x
33	CCS(=O)(=O)c1ccc(C(=O)Nc2ccccc2)c(Cl)c1Cl	-14	-6	x	1	-11	-5	x	x
34	Cc1cccc(NC(=O)c2cccc(S(=O)(=O)NCc3ccccc3)c2)n1	x	1	-5	4	-13	50	-1.7	0
35	CCN(C(=O)CSc1ncnc2sccc12)c1c(N)n(Cc2ccccc2)c(=O)[nH]c1=O	-7	-1	0	1	1	x	-0.2	-24
36	CCN(CC)S(=O)(=O)c1ccc(NC2c3ncccc3C(=O)N2Cc2ccccc2)cc1 (configuration not stated)	0	1	x	-1	-15	-1	x	x
37	COc1cccc(NC(=O)CCS(=O)(=O)c2ccc(Br)cc2)c1	-4	-2	2	2	0	3	x	-8
38	CCOc1cc(/C=N/NC(=O)COc2ccc(C)cc2)ccc1OC(=O)c1cccs1	-11	-1	x	-3	2	-1	x	x
39	O=C(CN1CCC(NC(=O)c2cccc(F)c2)CC1)NCc1ccccc1F	-11	-1	x	10	-4	-3	x	x
40	O=C(/C=C/c1ccc(OC(F)F)cc1)OCC(=O)N1CCc2ccccc21	x	-5	-1	2	0	x	0.4	-5
41	C[C@H]1CN([C@@H](C)CO)C(=O)CCCn2cc(nn2)CO[C@H]1CN(C)C(=O)NC1CCCC1	4	-6	1	-2	-7	-3[16.7 µM]	0.1	4
42	Cc1c(C(N)=O)c(N)c(C(=O)c2ccccc2)n1-c1ccccc1	x	0	x	-2	-5	1	x	x
43	CN(c1ccc(C(=O)Nc2ccc(S(=O)(=O)N3CCCC3)cc2)cc1)S(C)(=O)=O	9	x	-2	x	x	2	x	-10
44	CCC(C)C(NC(=O)C1CCC(C)CC1)C(=O)Nc1cc(OC)ccc1OC (configuration not stated)	5	-2	x	0	2	15	-0.3	x
45	Cc1cc(C(=O)Nc2ccc3c(c2)C(=O)N(C)[C@@H]2CC[C@@H](CC(=O)NCc4ccc(-c5ccccc5)cc4)O[C@H]2CO3)no1	x	52	-4	0	6	x	0.5	16
46	CN(C)C(=O)C[C@H]1C[C@H]2c3cc(NC(=O)Nc4ccccc4)ccc3O[C@H]2[C@@H](CO)O1	-2	46	x	0	-1	2[16.7 µM]	-0.4	x
47	CCOCCCNC(=O)C1(O)c2ccccc2NC(=O)N1c1ccc(Cl)cc1 (configuration not stated)	x	1	1	-1	-5	0	0.2	-5
48	COc1ccc(/C=C(/NC(=O)c2ccccc2)C(=O)NCc2ccncc2)cc1	9	1	-1	-2	-5	0	0.1	-12
49	Cc1nn(C)cc1NC(=O)C[C@@H]1CC[C@H]2[C@@H](COc3ccc(NC(=O)C4CCOCC4)cc3C(=O)N2C)O1	x	3	0	-4	2	x	-0.1	-4
50	CC1Cc2ccccc2N1C(=O)COC(=O)c1ccccc1NCCO (configuration not stated)	-7	3	-11	6	-3	-1	0.4	-8
51	Cc1cccc(OCCSCc2nc3ccccc3[nH]2)c1	2	-6	x	1	4	-6	x	x
52	Cc1cc(OCC(=O)NCc2cccnc2)c2c(C)c(Cc3ccccc3)c(=O)oc2c1	-10	10	0	0	-2	13	x	21

Compound activity (PubChem)
